# Screening data from PubChem.
# Bim-Bcl-B = inhibitors of Bim-Bcl-B binding, primary screen, biochemical, multiplexed, human Bcl-2 family; AID 951, 2007; 190,000 tested, 0.073% active; inhibition, % at 10 µM; bead-based flow cytometry, Bim peptide-Bcl-B binding;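 note: 0% = tracer peptide without compound and 100% = reference inhibitor peptide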
# Target sequence (Q9HD36 whole entry, looked up): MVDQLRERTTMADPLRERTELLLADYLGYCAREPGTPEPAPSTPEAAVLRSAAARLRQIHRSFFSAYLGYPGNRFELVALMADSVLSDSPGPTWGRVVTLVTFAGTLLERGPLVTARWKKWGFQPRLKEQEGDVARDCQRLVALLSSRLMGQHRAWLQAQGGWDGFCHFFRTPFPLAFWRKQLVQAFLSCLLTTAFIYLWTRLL
# Bim-Bcl-2 = inhibitors of Bim-Bcl-2 binding, primary screen, biochemical, multiplexed, human Bcl-2 family | Apoptosis regulator Bcl-2 (Homo sapiens), P10415 | inhibition, % at 10 µM | Bead-based flow cytometry, Bim peptide-Bcl-2 binding | 190,000 tested, 0.06% active; in the data active = inhibition above about 40%; inconclusive = no clear call, values can overlap the other calls;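 note: 0% = no compound wells with probe peptide and 100% = reference peptide inhibitor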
# Target sequence (P10415 whole entry, looked up): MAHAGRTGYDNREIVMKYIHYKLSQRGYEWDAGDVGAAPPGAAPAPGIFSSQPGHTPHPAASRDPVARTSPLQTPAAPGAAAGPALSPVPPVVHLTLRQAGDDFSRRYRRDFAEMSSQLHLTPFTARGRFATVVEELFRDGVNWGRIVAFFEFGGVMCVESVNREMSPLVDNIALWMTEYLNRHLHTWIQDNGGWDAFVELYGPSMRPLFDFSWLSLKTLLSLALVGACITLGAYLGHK
# RGS8-Gao = RGS8-Galphao binding modulators, primary screen, biochemical, multiplexed bead flow cytometry; Guanine nucleotide-binding protein G(o) subunit alpha (Homo sapiens), P09471; actives lie on both sides; response (percent of control binding), % at 10 µM; 220,000 tested, 0.34% active; AID 1423, 2008; in the data active = response below about 60% or above about 140%; inactive = in between;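 note: Galphao activated as the GDP aluminium fluoride complex binding bead-coupled RGS8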
# Target sequence (P09471 whole entry, looked up): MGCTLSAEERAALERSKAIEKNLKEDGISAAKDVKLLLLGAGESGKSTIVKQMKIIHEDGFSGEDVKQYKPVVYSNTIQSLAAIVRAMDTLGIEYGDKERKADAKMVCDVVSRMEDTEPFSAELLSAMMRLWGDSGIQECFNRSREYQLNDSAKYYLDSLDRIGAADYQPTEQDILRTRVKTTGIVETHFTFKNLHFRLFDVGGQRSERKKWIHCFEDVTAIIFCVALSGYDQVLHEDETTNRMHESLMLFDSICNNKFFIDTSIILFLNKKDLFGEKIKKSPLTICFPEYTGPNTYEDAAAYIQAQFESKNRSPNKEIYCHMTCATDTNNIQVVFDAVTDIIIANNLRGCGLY
# Bim-Bfl-1 = inhibitors of Bim binding to Bfl-1, primary screen, biochemical, multiplexed, bead-based flow cytometry | Bcl-2-related protein A1 (Homo sapiens), Q16548 | inhibition, % at 10 µM | 190,000 tested, 0.12% active | Bim-Bfl-1 binding inhibition;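 note: 0% = wells without compound plus tracer and 100% = blocker peptide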
# ABCG2 block = ABCG2 efflux pump inhibitors, primary screen, multiplex with ABCB1, IgMXP3 cells, flow cytometry | Broad substrate specificity ATP-binding cassette transporter ABCG2 (Homo sapiens), Q9UNQ0 | 190,000 tested, 0.1% active | AID 1325, 2008 | JC-1 efflux | inhibition, % at 6.6 µM;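 active = inhibition above 80%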;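 note: 0% = DMSO and 100% = nicardipine control wells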
#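 Measure – % inhibition of efflux relative to nicardipine and DMSO · Test system – ABCG2 IgMXP3 and barcoded ABCB1 CCRF-Adr cell mix · Control set – nicardipine as high control, DMSO as low control · Compound – one concentration, 6.6 µM final · Signal – flow cytometry of retained JC-1 fluorescence · Timing – 10 min exposure at 25 °C with rotation, no wash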
# GSH fluor = compound fluorescence on glutathione beads, profiling panel, artefact control, biophysical, 488/530 nm, flow cytometry; GSH beads flow cytometry, compound fluorescence 488/530 nm; stronger effect = higher value; fluorescence (KMESF) at 10 µM; 190,000 tested, 0.25% active; AID 1776, 2009; in the data active = fluorescence above about 89;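 note: glutathione beads carrying GST-tagged Bcl family fusion proteins plus one bare bead set; values are compound well signal with DMSO vehicle wells as background; inactives centre near 16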
# Bcl-XL Bim block = inhibitors of Bim-Bcl-XL binding, primary screen, biochemical, multiplexed, bead flow cytometry, human Bcl-XL | AID 1007, 2008 | Bim peptide-Bcl-XL binding, fluorescence | inhibition, % at 10 µM | 190,000 tested, 0.04% active
# Target sequence (Q07817 whole entry, looked up): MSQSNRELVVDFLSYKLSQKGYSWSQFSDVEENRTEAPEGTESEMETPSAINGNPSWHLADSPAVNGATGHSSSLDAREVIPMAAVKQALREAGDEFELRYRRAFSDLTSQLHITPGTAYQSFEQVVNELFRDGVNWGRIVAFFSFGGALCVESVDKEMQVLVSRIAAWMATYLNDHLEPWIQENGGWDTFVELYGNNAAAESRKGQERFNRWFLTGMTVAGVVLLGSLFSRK
# RGS7-Gao reg = RGS7-Galphao binding modulators, primary screen, biochemical, multiplexed bead flow cytometry; Guanine nucleotide-binding protein G(o) subunit alpha (Homo sapiens), P09471; actives lie on both sides; binding response (% of control), % at 10 µM; 220,000 tested, 0.35% active; AID 1439, 2008; in the data active = binding response below about 49% or above about 150%; inconclusive = no clear call, values can overlap the other calls; inactive = in between;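 note: fluorescent Galphao held in activated GDP-AlF4 state binding bead-coupled RGS7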
# RGS4-Gao reg = modulators of RGS4 binding to Galphao, primary screen, biochemical, multiplexed bead flow cytometry; Guanine nucleotide-binding protein G(o) subunit alpha (Homo sapiens), P09471; actives lie on both sides; binding response (% of control), % at 10 µM; 220,000 tested, 0.33% active; AID 1415, 2008; in the data active = binding response below about 49% or above about 150%; inactive = in between;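 note: fluorescent Galphao activated with aluminum fluoride binding bead-coupled RGS4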
# ABCB1 block = ABCB1 efflux pump inhibitors, primary screen, cell-based, multiplex, flow cytometry, ABCG2 counter-screen. CCRF-Adr cells, JC-1 efflux. inhibition, % at 6.6 µM. 190,000 tested, 0.067% active; in the data active = inhibition above about 40%;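 note: 0% = vehicle and 100% = reference inhibitor; higher value means more JC-1 retained so stronger ABCB1 efflux block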
# Bcl-W Bim block = inhibitors of Bim binding to Bcl-W, primary screen, biochemical, multiplexed, bead-based flow cytometry. AID 952, 2007. Bcl-2-like protein 2 (Homo sapiens), Q92843. 190,000 tested, 0.02% active. Bim peptide-Bcl-W binding. inhibition, % at 10 µM;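 note: 0% = bound tracer without compound and 100% = peptide blocker; higher means less fluorescent Bim peptide bound to Bcl-W beads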
# An asterisk follows results filed as active; ? = inconclusive. Cut-off read from the data, not from the text of the source, unless noted: active = inhibition above about 40%.
SMILES,Bim-Bcl-B,Bim-Bcl-2,RGS8-Gao,Bim-Bfl-1,ABCG2 block,GSH fluor,Bcl-XL Bim block,RGS7-Gao reg,RGS4-Gao reg,ABCB1 block,Bcl-W Bim block
CCNc1nc(Oc2c(Cl)cccc2Cl)cc(C(F)(F)F)n1,4,1,100,0,-1,14,0,103,104,-0.3,0
COc1cccc2c(SCC(=O)N/N=C/c3ccc(O)cc3O)cc(C)nc12,19,6,97,4,-1,10,25,97,92,-0.7,19
CCOC(=O)[C@@H]1CCNC[C@@H]1c1ccccc1,-11,-13,97,-20,16,27,-9,100,98,1.9,-5
NC(=O)Cn1c(=O)n(-c2ccccc2)c(=O)c2oc3ccccc3c21,0,0,92,-2,-1,12,0,95,84,-0.1,0
O=C(O)CCCC(=O)Nc1cccc(C(=O)Nc2ccccc2C(=O)O)c1,-2,-4,90,-6,5,13,0,86,86,3.4,-1
c1ccc(Cn2ccnc2SCc2nnc(-c3ccccc3)o2)cc1,-8,-11,102,-18,6,24,-2,107,101,1.1,0
Brc1cccc(-c2n[nH]c(-c3ccccc3)n2)c1,1,0,101,-2,1,14,-1,100,98,0.0,2
O=C(CCNC(=O)c1ccccc1)Oc1ccc([N+](=O)[O-])cc1,-1,-3,101,-8,18,12,1,97,101,0.9,-3
CC(NC(=O)CSc1nnc(COc2ccccc2)o1)c1ccccc1 (stereo not drawn),5,8,100,13,27,31,4,97,100,1.4,-2
Cc1ncoc1C(=O)N1CCCC(CCC(=O)NCc2ccccc2F)C1 (stereo not drawn),-7,-11,100,-5,0,21,-7,103,101,-0.3,-8
COc1ccc(OC)c(C(=O)COC(=O)c2cccnc2Cl)c1,1,-1,89,5,6,27,2,92,94,3.1,0
CCOC(=O)c1sc(NC(=O)c2ccco2)nc1-c1ccccc1,-5,-7,101,-9,1,23,-3,98,104,-2.2,0
Clc1ccc(/C=N/Nc2ccccn2)cc1,-5,-1,100,-2,1,9,-1,102,101,0.0,0
CCCCN(C(=O)Cn1nnc2ccccc21)C(C(=O)NCCOC)c1ccc(OC)cc1 (stereo not drawn),0,-2,82,0,3,13,2,90,93,0.3,0
O=C(O)c1ccccc1S(=O)(=O)NCC(O)COC1CCCCC1 (stereo not drawn),-11,-9,102,-15,0,30,-6,100,101,20,-1

# 3 entries from above, arranged by heavy-atom count, low to high:
SMILES,Bim-Bcl-B,Bim-Bcl-2,RGS8-Gao,Bim-Bfl-1,ABCG2 block,GSH fluor,Bcl-XL Bim block,RGS7-Gao reg,RGS4-Gao reg,ABCB1 block,Bcl-W Bim block
Clc1ccc(/C=N/Nc2ccccn2)cc1,-5,-1,100,-2,1,9,-1,102,101,0.0,0
CCOC(=O)[C@@H]1CCNC[C@@H]1c1ccccc1,-11,-13,97,-20,16,27,-9,100,98,1.9,-5
Cc1ncoc1C(=O)N1CCCC(CCC(=O)NCc2ccccc2F)C1 (stereo not drawn),-7,-11,100,-5,0,21,-7,103,101,-0.3,-8

# (cont.)
SMILES,Bim-Bcl-B,Bim-Bcl-2,RGS8-Gao,Bim-Bfl-1,ABCG2 block,GSH fluor,Bcl-XL Bim block,RGS7-Gao reg,RGS4-Gao reg,ABCB1 block,Bcl-W Bim block
COc1ccc(/C=N/OCC(=O)Nn2c(C)nc3ccccc3c2=O)cc1,-9,-6,76,0,0,13,-7,95,96,-0.1,-5
CCOc1ccc(N=Nc2c(=O)[nH]n3c(C)cc(C)nc23)cc1,-7,-7,100,-16,17,16,-7,97,100,2.8,-3
CN1CCN(S(=O)(=O)c2ccc3[nH]cc(C(=O)O)c(=O)c3c2)CC1,-1,-4,102,1,2,17,-1,101,100,0.5,0
COc1ccccc1N1CCN(c2cc(=O)n(-c3ccc(Br)cc3)c(=O)[nH]2)CC1,-4,0,99,0,3,17,-1,100,97,0.6,0
FC(F)(F)c1nc2nncn2c2c1CCCCC2,-6,-10,112,-14,0,35,-1,107,102,-0.1,0
CC1CCc2c(C(=O)NCCN3CCOCC3)csc2C1 (stereo not drawn),-3,-2,102,-10,3,4,-3,106,106,0.3,0
Cc1ccc(NC(=O)CN(C)S(=O)(=O)c2cccs2)cc1C,-8,-7,98,-12,4,46,6,99,99,0.3,0
CCCn1c2ccccc2c2nnc(SCC(=O)OCC)nc21,-9,-5,102,-15,18,35,-6,101,103,1.1,1
COc1ccc(-c2c(C(F)(F)F)oc3c(CN4CCN(C)CC4)c(O)ccc3c2=O)cc1,-6,-6,108,-11,4,45,-17,104,107,0.8,0
O=C(CCSCc1ccc(Cl)cc1)NCc1cccnc1,-3,2,98,-4,5,24,-3,99,97,0.6,0
CCOc1ccc(NC(=O)Nc2cccc(C(=O)O)c2)cc1,-3,-6,101,-5,2,16,0,99,104,1.2,-1
CCCC(=O)Nc1ccc(NC(=O)C23CC4CC(CC(C4)C2)C3)cn1,0,-2,101,0,7,47,-17,101,95,0.8,-1
COc1cc(OC)cc(C(=O)OCc2cc3ccccc3[nH]c2=O)c1,-11,-10,97,-13,0,35,-11,91,92,-1.5,-5
Cc1ccc2nc(C)c(C(=O)N/N=C/c3cccc([N+](=O)[O-])c3)cc2c1,-7,-1,105,-1,6,8,-6,106,104,0.8,-1
Cc1ccccc1NC(=O)c1ccc2snnc2c1,-3,-3,100,-4,5,16,-1,?,103,0.3,-2
COc1cc(OC)cc(C(=O)NC2=NCCS2)c1,-1,0,95,-10,1,15,-3,102,97,0.0,0
Nc1nc(=S)[nH]c2c1C1(CCCCC1)Cc1ccccc1-2,-9,0,103,3,1,3,-4,102,102,-0.1,0
O=C(O)c1ccc(Cl)c(N2C(=O)Nc3ccccc3N2O)c1,1,0,96,-3,-2,11,0,89,90,0.0,1
Cc1ccc2[nH]c(=O)c(CN3CCCCC3)c(-c3ccccc3)c2c1,-1,0,99,-1,1,9,3,98,101,1.8,4
COC(=O)c1sccc1NC(=S)N1CCN(c2cc(C)ccc2C)CC1,0,2,100,1,-3,12,-1,97,98,0.3,-1
Cc1ccc2cc(CN(CC3CCCO3)C(=S)NCc3ccco3)c(=O)[nH]c2c1C (stereo not drawn),-16,-14,95,-1,15,15,-8,90,92,2.3,0
Cc1ccc(S(=O)(=O)NCC(=O)N(CCc2ccccc2)CC(=O)NCc2ccco2)cc1,-3,-1,97,-4,0,18,-2,97,100,0.2,-4
CCOC(=O)CSc1nc(NC#N)nc(N(CC)CC)n1,-6,-8,102,-23,8,23,-7,99,101,0.2,-2
Cc1ccc2c(c1)C1CN(C)CCC1N2C(=O)c1ccccc1NS(=O)(=O)c1cccc(C(F)(F)F)c1 (stereo not drawn),0,-2,100,-3,3,10,-6,103,106,0.3,-13
CN(C)c1ccc(/C=N/NC(=O)CCCO)cc1,-5,-2,108,-2,-2,15,-4,108,109,1.4,-3
CC1CN/C(=C\C(=O)c2ccc(Br)cc2)C(=O)N1 (stereo not drawn),-4,-1,104,-1,12,8,-3,99,98,0.9,-2
Fc1ccc(CSc2nnc3ccc(-c4ccncc4)nn23)cc1,-1,1,101,-2,56,11,0,?,97,3.6,-1
CC(Oc1ccccc1)C(=O)NNC(=O)c1cccs1 (stereo not drawn),-9,-4,113,-16,0,19,-4,111,99,0.1,-3
CCN(CC)C(=S)Nc1ccc2nc3n(c(=O)c2c1)CCCCC3,-1,-2,100,0,4,10,0,101,98,0.0,0
CCC(c1nnc(SCC(=O)N2CC(=O)Nc3ccccc32)n1Cc1ccccc1)N(C)C (stereo not drawn),-8,-10,99,-15,0,28,-8,99,100,-0.1,-1
CN(C(=O)COc1ccccc1)C1CCS(=O)(=O)C1 (stereo not drawn),-3,0,104,-3,-1,15,-2,102,106,-0.2,0
COCCCNC(=O)c1c(NC(=O)C2COc3ccccc3O2)sc2c1CCCC2 (stereo not drawn),2,0,84,-2,3,33,0,100,93,1.3,0
CCCCOP(=O)(OCCCC)C(Nc1ccccc1)c1ccc2c(c1)OCO2 (stereo not drawn),-7,-4,101,-15,4,13,0,97,100,2.6,-1
CCCn1c(CC)nc([N+](=O)[O-])c1S(=O)(=O)c1ccccc1,-4,-1,95,-2,1,24,-4,93,99,0.2,0
CC1(C)C(=O)Nc2ccccc2N1C(=O)COc1cccnc1[N+](=O)[O-],-4,1,108,-2,2,18,-1,118,108,0.2,-1
O=C1CC2(CCCCC2)Oc2ccc(OCC(=O)N3CCOCC3)cc21,-4,-1,97,0,2,13,1,97,97,0.3,0
Cc1cc(C)c[n+](-c2nc3ccccc3nc2[N-]S(=O)(=O)c2ccc(Br)s2)c1,-8,-29,101,-29,4,11,-4,100,101,1.6,-2

# 4 entries from above, ordered by the number in RGS4-Gao reg, highest first:
Compound	Bim-Bcl-B	RGS8-Gao	Bim-Bfl-1	ABCG2 block	GSH fluor	Bcl-XL Bim block	RGS7-Gao reg	RGS4-Gao reg	Bcl-W Bim block
CN(C)c1ccc(/C=N/NC(=O)CCCO)cc1	-5	108	-2	-2	15	-4	108	109	-3
FC(F)(F)c1nc2nncn2c2c1CCCCC2	-6	112	-14	0	35	-1	107	102	0
CN1CCN(S(=O)(=O)c2ccc3[nH]cc(C(=O)O)c(=O)c3c2)CC1	-1	102	1	2	17	-1	101	100	0
Fc1ccc(CSc2nnc3ccc(-c4ccncc4)nn23)cc1	-1	101	-2	56	11	0	?	97	-1

# Record cards, from the list above:
# Profile of CCCC(=O)Nc1ccc(NC(=O)C23CC4CC(CC(C4)C2)C3)cn1 → Bim-Bcl-B: 0; Bim-Bcl-2: -2; RGS8-Gao: 101; Bim-Bfl-1: 0; ABCG2 block: 7; GSH fluor: 47; Bcl-XL Bim block: -17; RGS7-Gao reg: 101; RGS4-Gao reg: 95; ABCB1 block: 0.8; Bcl-W Bim block: -1
# Profile of Brc1cccc(-c2n[nH]c(-c3ccccc3)n2)c1 → Bim-Bcl-B: 1; Bim-Bcl-2: 0; RGS8-Gao: 101; Bim-Bfl-1: -2; ABCG2 block: 1; GSH fluor: 14; Bcl-XL Bim block: -1; RGS7-Gao reg: 100; RGS4-Gao reg: 98; ABCB1 block: 0.0; Bcl-W Bim block: 2
